# CHRM5 antagonist: blocks acetylcholine activation of human M5 receptor | P08912 | CHO-hM5 cells, Fluo-8 calcium fluorescence, ACh EC80 | inhibition, % at 3 µM | hit rate 0.59% among 360,000 | AID 624040;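 active = inhibition above a per-plate cutoff, the mean of that plate's test compounds plus 3 SD, cut at about 27% in these data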;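 note: 0% = acetylcholine EC80 with DMSO and 100% = DMSO without agonist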
# Target sequence (P08912 whole entry, looked up): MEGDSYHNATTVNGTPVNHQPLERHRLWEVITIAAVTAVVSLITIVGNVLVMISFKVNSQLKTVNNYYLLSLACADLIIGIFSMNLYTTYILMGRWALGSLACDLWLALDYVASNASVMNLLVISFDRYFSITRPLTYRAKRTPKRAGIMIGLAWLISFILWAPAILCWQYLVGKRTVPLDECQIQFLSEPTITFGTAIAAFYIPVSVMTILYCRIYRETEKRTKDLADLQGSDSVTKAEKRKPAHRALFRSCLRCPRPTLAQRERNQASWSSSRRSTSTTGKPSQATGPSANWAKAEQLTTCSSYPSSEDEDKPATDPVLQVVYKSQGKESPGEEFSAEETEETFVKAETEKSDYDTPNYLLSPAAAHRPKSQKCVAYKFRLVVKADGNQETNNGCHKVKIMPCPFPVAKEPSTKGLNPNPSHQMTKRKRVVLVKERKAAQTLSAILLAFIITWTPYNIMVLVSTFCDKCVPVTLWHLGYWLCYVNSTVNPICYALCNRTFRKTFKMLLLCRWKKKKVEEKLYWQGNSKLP
# M4 ag: CHRM4 agonism in calcium assay. CHO-K1 hM4/Gqi5, Fluo-8 calcium fluorescence; vehicle 0%, full acetylcholine response 100%. activation, % at 3 µM. AID 624127. hit rate 0.14% among 360,000;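 active = activation above the run mean over all test wells plus 3 SD, cut at about 32% in these data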;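 note: peak over basal fluorescence ratio per well then scaled between controls; 0% = DMSO wells and 100% = acetylcholine at EC100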
# Target sequence (P08173 whole entry, looked up): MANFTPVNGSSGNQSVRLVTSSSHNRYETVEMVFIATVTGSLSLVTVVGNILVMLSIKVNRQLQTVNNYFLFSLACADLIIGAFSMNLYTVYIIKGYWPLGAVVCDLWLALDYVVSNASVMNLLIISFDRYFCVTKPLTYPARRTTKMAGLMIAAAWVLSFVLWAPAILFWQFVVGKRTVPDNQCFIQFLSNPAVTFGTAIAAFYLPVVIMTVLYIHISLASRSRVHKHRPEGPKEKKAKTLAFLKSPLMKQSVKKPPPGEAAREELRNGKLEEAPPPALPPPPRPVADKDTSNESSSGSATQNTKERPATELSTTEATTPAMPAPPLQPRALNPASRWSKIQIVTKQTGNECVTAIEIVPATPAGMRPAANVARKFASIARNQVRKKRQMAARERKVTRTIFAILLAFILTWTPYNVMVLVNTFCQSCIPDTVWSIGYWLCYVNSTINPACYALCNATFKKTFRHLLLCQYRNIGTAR
# M4 antag: CHRM4 antagonism in calcium assay. P08173. CHO-hM4 cells, ACh EC80, Fluo-8 calcium fluorescence. inhibition, % at 3 µM. hit rate 0.73% among 360,000;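 active = inhibition above its plate's cutoff, the mean inhibition of sample wells plus 3 SD, cut at about 27% in these data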;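 note: 0% = acetylcholine EC80 with DMSO and 100% = DMSO without agonist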
# CHO-K1 Ca antag: counter-screen for M1 antagonists: effect in parental CHO-K1 cells; hit rate 0.6% among 360,000; ATP-induced calcium, Fluo-8 fluorescence; inhibition, % at 3 µM;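 active = inhibition above a per-plate cutoff, the plate's mean sample inhibition plus 3 SD, cut at about 24% in these data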;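 note: 0% = DMSO plus EC80 ATP and 100% = DMSO alone without ATP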
# M1 ag parental: M1 agonist counterscreen hit in parental CHO-K1 cells; Fluo-8 calcium fluorescence; scaled to maximal ATP response, vehicle zero; activation, % at 3 µM; hit rate 0.48% among 360,000; in the data active = activation above about 15%;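 note: untransfected CHO-K1 host cells lacking M1 receptor as counterscreen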
# M5 PAM: CHRM5 positive allosteric modulation; hit rate 0.3% among 360,000; P08912; AID 624038; activation, % at 3 µM; CHO-K1 hM5, Fluo-8 calcium, ACh EC20 PAM; 0% = ACh EC20, 100% = ACh EC100;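 active = activation above the run cutoff, the mean activation of all test compounds plus 3 SD, cut at about 18% in these data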
#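 Test system: CHO-K1 hM5 cells / Doses: single-point, 3 µM nominal / Times: Post-acetylcholine fluorescence recording 140 s / Technique: Fluo-8 calcium fluorescence / Measure: Max/basal fluorescence ratio as % of EC20–EC100 ACh window / Benchmarks: low control EC20 acetylcholine (0%), high control EC100 acetylcholine (100%) / Replicates: one well per compound, no replicates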
# M1 PAM parental: counter-screen for M1 PAMs: effect in parental CHO-K1 cells. hit rate 0.02% among 360,000. activation, % at 3 µM. AID 602247. ATP EC20, Fluo-8 calcium fluorescence; 0% at ATP EC20, 100% at ATP max;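 active = activation above the run cutoff, the mean activation of all test compounds plus 3 SD, cut at about 40% in these data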;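 note: peak over basal fluorescence ratio in a 140 s read after ATP addition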
# M4 PAM: positive allosteric modulators of human muscarinic M4 receptor. P08173. CHO-K1 hM4/Gqi5, Fluo-8 calcium fluorescence, ACh EC20; 0% = ACh EC20, 100% = maximal ACh. activation, % at 3 µM. hit rate 0.4% among 360,000. AID 624126;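 active = activation above its plate's cutoff, the mean activation of sample wells plus 3 SD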; note: some results filed as inactive read as strong as hits
# M5 ag: CHRM5 agonism in calcium assay; CHO-K1 hM5 cells, Fluo-8 calcium fluorescence; 0% DMSO wells, 100% maximal acetylcholine response; activation, % at 3 µM; hit rate 0.19% among 360,000; AID 624037;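 active = activation above the run's mean over test compounds plus 3 SD, cut at about 23% in these data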;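 note: signal is peak over basal fluorescence ratio across the kinetic read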
# Starred values were filed as active, the others as inactive; . = no result given. Rows were taken by chance (roughly 2.7% active in at least one column).
SMILES,CHRM5 antagonist,M4 ag,M4 antag,CHO-K1 Ca antag,M1 ag parental,M5 PAM,M1 PAM parental,M4 PAM,M5 ag
COCCN1C2=C(C(=O)CC(C)(C)C2)C(c2ccc(OC)c(OC)c2)C2=C1CC(C)(C)CC2=O,-2,1,-7,-9,0.1,11,12,-2,3
COc1ccc(OC)c(-c2csc(NC(=O)CSCc3c(C)noc3C)n2)c1,6,10,1,2,1.7,-23,-7,-13,-6
O=C(NC1CC1)C1=C[C@@H](C2CC2)C[C@@H](OCc2ccc(CO)cc2)O1,4,1,-18,-20,0.3,0,14,17,-4
Cc1ccsc1/C=N/NC(=O)Nc1ccccc1,6,3,4,-21,1.4,-10,16,5,-7
CC(C)CNC(=O)C1(C)CCN1C(=O)c1ccc(C(C)(C)C)cc1 (stereo unspecified),-10,7,-25,-25,6.0,-2,13,1,6
O=C(NC1CCCCC1)C(c1ccccc1)n1c(=O)c(-c2ccco2)nc2ccccc21 (stereo unspecified),12,10,-9,.,.,-10,.,-5,3
COc1ccc(C(CCN2CCCC2)c2c(O)cc(OC)cc2OC)cc1 (stereo unspecified),15,1,9,-6,1.2,-7,0,-4,-14
CCOc1ccc(N2C(=O)Nc3ccccc3C2(O)C(=O)NCc2ccco2)cc1 (stereo unspecified),4,0,1,-13,0.5,-4,4,-4,-3
CN(C)C(CNC(=O)CCNC(=O)c1ccc(Br)cc1)c1ccco1 (stereo unspecified),1,1,-4,7,0.1,2,-20,4,0
OCCC1CN(CC#Cc2ccccc2)CCN1Cc1ccccc1F (stereo unspecified),-9,0,1,0,1.1,14,5,-11,-18
Cc1ccccc1Cn1c(-c2ccc(=O)[nH]c2)nc2ccccc21,8,1,-2,-6,1.4,-2,12,-2,-1
CCCCn1c(N)c(N(CCOC)C(=O)c2ccc(N3CCCC3=O)cc2)c(=O)[nH]c1=O,11,0,17,-9,0.1,-17,-6,-5,3

# Next part, overlapping the part above by 3 compounds.
SMILES,CHRM5 antagonist,M4 ag,M4 antag,CHO-K1 Ca antag,M1 ag parental,M5 PAM,M1 PAM parental,M4 PAM,M5 ag
OCCC1CN(CC#Cc2ccccc2)CCN1Cc1ccccc1F (stereo unspecified),-9,0,1,0,1.1,14,5,-11,-18
Cc1ccccc1Cn1c(-c2ccc(=O)[nH]c2)nc2ccccc21,8,1,-2,-6,1.4,-2,12,-2,-1
CCCCn1c(N)c(N(CCOC)C(=O)c2ccc(N3CCCC3=O)cc2)c(=O)[nH]c1=O,11,0,17,-9,0.1,-17,-6,-5,3
CC(C)CNC(=O)c1cccc2c(-c3cccc(C(N)=O)c3)coc12,6,5,-3,-9,5.1,-1,15,4,6
COc1ccc(C(C)=O)cc1CSc1nnc(C)s1,9,-1,6,-6,0.8,-8,18,8,-5
O=C1NC(=O)C2(CCCCC2C2CCCCC2)N1 (stereo unspecified),14,0,-1,-1,-0.3,4,9,3,1
COC(=O)c1ccc(Cn2cnc3cnccc32)cc1,-10,0,-13,10,-0.2,-1,-16,5,0
O=C(O)c1ccc2c(c1)C(=O)N(CCc1ccccc1)C2=O,-4,0,6,7,0.1,7,-17,-2,2
Cc1cccc(NC(=O)Nc2ccc3c(c2)OCO3)n1,4,0,0,-11,0.6,-3,28,-3,-4
CC1CCN(S(=O)(=O)c2ccc3c(c2)NC(=O)CS3)CC1,0,3,1,-9,2.2,1,13,4,-4
CCc1ccc(N2CC(C(=O)OCC(=O)Nc3ccc(C#N)cc3)CC2=O)cc1 (stereo unspecified),0,3,3,6,2.4,-1,-5,8,2
CC1CC(C)CN(C(=O)COC(=O)c2ccc[nH]c2=O)C1 (stereo unspecified),13,0,10,9,-0.2,-1,-11,14,-1
CSc1nc(-c2ccco2)nn1S(=O)(=O)c1ccc(C)cc1,0,2,-9,3,0.5,0,-1,5,0
O=C(CSc1nc2cc(Cl)ccc2s1)N1CCN(C(=O)c2ccco2)CC1,-5,4,10,-9,2.8,-2,17,0,1
N/C(=N\OC(=O)/C=C/c1ccccc1)c1ccccc1,-8,0,-7,-11,0.0,4,11,10,0
C/C(C=O)=C/c1ccccc1,1,1,1,9,0.1,0,-12,8,2
COc1ccc(Cc2nnc(SCC(=O)N(c3ccccc3)C(C)C)n(N)c2=O)cc1,10,6,-13,11,0.3,-8,-27,0,-2
COc1ccc(/C=N/Nc2ccc([N+](=O)[O-])cc2)cc1Cn1cc([N+](=O)[O-])cn1,-2,1,1,3,0.2,-3,-5,0,-2
O=c1n(Cc2ccccc2)c2cc(Cl)cnc2n1Cc1ccccc1,0,-2,-4,-11,0.3,1,19,-1,-6
CC(c1ccccc1)C1CC(=O)N(c2cc(Cl)ccn2)C1=O (stereo unspecified),15,10,5,1,1.2,-8,-10,-8,-4
COc1ccc(-n2c(SCC(=O)Nc3nccs3)nc3sc4c(c3c2=O)CCN(C)C4)cc1,-6,-1,-12,-23,-0.4,7,29,6,0
CCc1nn(C(CC)C(=O)NCCCc2ccccc2)c(=O)c2cc3occc3n12 (stereo unspecified),-2,1,-3,-17,1.1,11,18,3,-9
O=C(CSc1nc2ccccc2o1)NC1CCS(=O)(=O)C1 (stereo unspecified),13,1,-10,-14,1.0,-5,23,9,2
CC(OC(=O)c1ncc(Cl)c(Cl)c1Cl)C(=O)NC1(C#N)CCCCC1 (stereo unspecified),10,1,9,-2,-0.5,3,-17,-8,1
CCc1nnc(NC(=O)COc2ccc(N(C)S(=O)(=O)c3ccc(C)cc3)cc2)s1,11,2,-7,-12,2.9,-4,12,1,4
Fc1ccccc1/C=C1\CCCC2=C1NC(=S)NC2c1ccccc1F (stereo unspecified),4,0,13,20,-0.7,-6,-10,-6,-3
O=C(O)Cc1sc(-c2ccccc2Cl)nc1-c1ccccc1,13,0,6,5,-0.2,-8,-4,-2,-3

# Continued; the last 2 above are carried over.
SMILES,CHRM5 antagonist,M4 ag,M4 antag,CHO-K1 Ca antag,M1 ag parental,M5 PAM,M1 PAM parental,M4 PAM,M5 ag
Fc1ccccc1/C=C1\CCCC2=C1NC(=S)NC2c1ccccc1F (stereo unspecified),4,0,13,20,-0.7,-6,-10,-6,-3
O=C(O)Cc1sc(-c2ccccc2Cl)nc1-c1ccccc1,13,0,6,5,-0.2,-8,-4,-2,-3
Cc1ccnc(NS(=O)(=O)c2ccc(NC(=O)Cc3ccc(F)cc3)cc2)n1,7,-1,11,13,0.6,-4,-15,0,-4
Cc1cc(OCC(O)CN2CCc3ccccc3C2)ccc1Cl (stereo unspecified),3,4,-6,-6,1.7,-3,11,-4,0
O=C(c1cccc(COCC(F)(F)C(F)F)c1)N1CCN(c2ccccc2)CC1,1,2,-2,-2,2.2,-2,8,-6,1
Cc1ncoc1C(=O)N1CCc2c([nH]c3ccccc23)C1c1ccccc1F (stereo unspecified),0,1,0,0,0.6,0,3,-1,-2
CN(C)/C=C(\C#N)C(=O)c1cccnc1Oc1ccc(F)cc1F,-2,0,1,-10,0.6,-1,14,1,-1
Cc1ccc(NC(=O)C2CCCN2C(=O)OCc2ccccc2)c(C)c1 (stereo unspecified),10,0,6,1,0.0,-3,1,1,-4
O=C(c1ccccc1F)c1cc2c(cc1[N+](=O)[O-])OCCO2,11,1,6,2,0.0,-5,2,-8,-9
Cn1c(C(=O)N2CCOCC2)cc2c(=O)n3ccccc3nc21,7,1,-7,0,0.3,-6,-8,1,0
NC(=O)c1c(NC(=O)c2ccc(F)cc2)sc2c1CCC2,10,1,8,5,0.2,-4,-13,1,-7
CCOc1ccc(OCCC(=O)OC(C)C(=O)Nc2ccc(C(C)=O)cc2)cc1 (stereo unspecified),-6,10,-14,-2,4.8,-5,-13,-9,3
CCOc1ccccc1C(=O)NCCCCNC(=O)c1ccccc1OCC,15,9,-2,-7,3.4,-10,-1,-24,-1
C=C(C)CNC(=S)N/N=C1\CCCCc2ccccc21,8,-2,-4,-9,1.3,-3,22,-2,-4
Cc1ccc(C(=O)OCC(=O)c2c[nH]c3ccccc23)cc1S(=O)(=O)N1CCCCC1,8,4,8,10,2.4,-5,3,2,-1
Cc1c(C(=O)Nc2ccc3c(c2)OCCO3)cnn1C,4,1,-4,-20,0.5,1,15,10,-1
CCN(c1ccccc1)S(=O)(=O)c1ccc(OC)c(NC(=O)CN2C(=O)NC(C)(C)C2=O)c1,2,2,0,-10,0.3,-4,6,-1,1
COC(=O)C1=C(Nc2ccccc2NC(=O)c2ccccc2C(=O)O)CSC1,3,0,2,-1,0.0,1,6,8,-4
OCCC1CN(CCCn2cccn2)CCN1Cc1ccccc1 (stereo unspecified),-2,0,13,4,-0.2,1,1,-6,5
Cn1c(SCC(=O)NC2CCCCC2)nnc1-c1cc2cc(Cl)ccc2o1,-9,0,3,-2,-0.3,6,1,10,-2
C#Cc1cccc(NC(=O)Cc2cccs2)c1,5,1,5,7,1.9,-10,5,-3,-1
CC1CCCC(NC2CCCCNC2=O)C1 (stereo unspecified),-4,0,-6,-20,1.7,3,26,-2,-6
CC(C)NC(=O)C1(C)CCN1C(=O)C1(c2ccccc2)CC1 (stereo unspecified),-4,1,-6,-6,7.2,3,8,3,1
FC(F)(F)c1cc(-c2ccco2)nc(NCCc2ccccc2)n1,-5,-1,-8,-13,-0.2,-1,-10,11,-4
Cc1ccc(S(=O)(=O)N2CCN(CN3C(=O)CC4(CCCC4)C3=O)CC2)cc1,6,1,-5,-4,1.6,-2,-4,3,1
CCCCCCCCN1C(=O)[C@H](CC(=O)N2CCCCC2)C[C@@]2(C(=O)OCC)CCCC=C12,-2,-3,9,-16,-0.1,-4,8,-3,-3
CCOC(=O)c1cc(NC(=O)c2ccc(Cl)cc2)c(=O)n2c1oc1ccc(Cl)cc12,2,0,-9,-23,0.1,-4,17,-2,3
CCc1sc(NC(C)=O)nc1-c1ccccc1,-11,0,0,15,-0.6,8,-4,3,-4
Cc1ccc(C)c(NCC(O)c2ccccc2)c1 (stereo unspecified),-1,0,3,2,-0.3,2,-6,-1,-7
CC(=O)Nc1ccc(S(=O)(=O)N[C@H](C(=O)O)C(C)C)cc1,2,0,-6,7,-0.1,5,-6,2,-2
CN(C(=O)CSc1nc2[nH]ncc2c(=O)[nH]1)c1ccccc1,-16,0,-8,-3,-0.1,7,-13,18*,-2
Cc1ccc(-c2csc(N3CCN(CCCn4c(C(F)(F)F)nc5ccccc54)CC3)n2)cc1,2,4,12,-17,0.3,0,18,-4,1
C[C@@H]1CN([C@@H](C)CO)C(=O)c2cc(Br)cnc2O[C@@H]1CN(C)Cc1cncnc1,1,0,-4,2,0.2,4,-2,3,3
Cc1cc(OCCCCn2ccnc2)cc(C)c1Cl,0,5,-5,-7,3.2,-10,3,-3,-8
Cc1cccc([C@@H]2[C@@H]3C(=O)N(Cc4ccccc4)C(=O)[C@@H]3[C@]3(C)C(=O)N(c4cccc(Cl)c4)C(=O)N23)c1,14,3,3,-16,1.1,3,16,5,-1
O=C(NCCOc1ccc(Cl)cc1)c1ccco1,11,0,-5,17,-0.3,0,-7,2,-3
NNC(=O)[C@@H]1C[C@@H]1c1ccccc1,2,0,-3,10,1.2,-6,3,-5,-4
O=[N+]([O-])c1ccccc1S(=O)(=O)N1CCN(Cc2cc3c(cc2O)OCO3)CC1,4,1,4,19,0.4,-2,-24,-7,-7
Cc1ccc(C(=O)N/N=C\c2cccnc2)s1,3,1,-8,9,0.1,-1,-21,2,-1
CSc1nnc(NC(=O)C23CC4CC(CC(C4)C2)C3)s1,0,0,0,-6,-0.4,-4,-20,3,-4

# Compound activity: PubChem BioAssay, The Scripps Research Institute Molecular Screening Center
